Anesthetic bind: binds horse apoferritin like a general anesthetic; actives 0.074% (n = 350,000); P02791; Potency, µM (top dose mostly 77.5 µM), inactives show top-dose activity change, negative = displacement, hits mostly inhibitors; AID 485281; apoferritin/1-aminoanthracene competitive binding, fluorescence; also: potency is read from the fitted curve at half-maximal effect; % is scaled to controls: 0 for no effect and ±100 for the full control effect; nearly all actives have a fitted effect of over 20% in size
Target sequence (P02791 2-175 limits assumed): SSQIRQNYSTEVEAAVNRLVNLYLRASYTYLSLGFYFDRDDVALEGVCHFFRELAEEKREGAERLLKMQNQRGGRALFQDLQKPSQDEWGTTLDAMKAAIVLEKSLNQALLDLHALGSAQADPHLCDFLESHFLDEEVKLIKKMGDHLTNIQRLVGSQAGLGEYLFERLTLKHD
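Apoferritin-based anesthetic binding model; compound displacement of fluorescent 1-AMA measured as endpoint fluorescence after 10 minutes at room temperature, scaled to free-ligand and complex controls.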
ERG-DNA inh: inhibitors of human ERG Ets domain-DNA interaction; fluorescence polarization, His-ERG Ets domain / labelled DNA; Potency, µM (top dose mostly 76.9 µM), inactives show at the highest dose FP activity, negative = inhibition, hits mostly inhibitors; actives 0.028% (n = 370,000); AID 624246; active = well fitted inhibition curve with a large enough effect in the polarisation, with a control signal flat; inconclusive = small, poorly fitted or top-dose-only effect, or effect the other way, or a change in a side signal; inactive = no such curve, though single readings can be large or run the other way; the % refers to the polarisation;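 also: polarization taken with two DNA probes labelled with fluorescein and Texas red; potency is read from the fitted curve at half-maximal effect; % of control where 0% means no effect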
Target sequence (P11308 whole entry, looked up, the tested form may be a part): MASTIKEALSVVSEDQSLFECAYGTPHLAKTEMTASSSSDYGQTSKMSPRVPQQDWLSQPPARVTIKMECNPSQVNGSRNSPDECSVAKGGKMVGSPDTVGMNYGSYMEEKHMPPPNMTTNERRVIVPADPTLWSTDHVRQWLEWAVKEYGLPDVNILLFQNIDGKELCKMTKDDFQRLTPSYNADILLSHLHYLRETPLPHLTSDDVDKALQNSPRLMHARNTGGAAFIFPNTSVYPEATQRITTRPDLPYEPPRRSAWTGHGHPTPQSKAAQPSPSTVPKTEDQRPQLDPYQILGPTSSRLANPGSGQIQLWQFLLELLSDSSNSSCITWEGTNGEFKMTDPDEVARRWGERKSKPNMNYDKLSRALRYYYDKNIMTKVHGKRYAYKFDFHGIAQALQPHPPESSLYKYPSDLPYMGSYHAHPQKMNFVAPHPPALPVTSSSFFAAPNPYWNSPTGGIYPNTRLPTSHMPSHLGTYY
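His-tagged ERG Ets domain (1 uM in the protein solution; 300mM KCl, 50mM Tris-HCl, 1mM EDTA, 1mM DTT, pH 7.5) received compound, then a probe mix of 5 nM fluorescein-DNA and 100nM Texas-615-DNA. Fluorescence polarization was read for both dyes.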
12-LOX inh: ALOX12 (human) lipoxygenase inhibition. P18054. purified 12hLO, xylenol orange hydroperoxide absorbance. Potency, µM (top dose mostly 108 µM), inactives show top-dose activity change, negative = inhibition, most hits filed as inhibitors. actives 1.1% (n = 580,000); also: potency is read from the fitted curve at half-maximal effect; % is scaled to controls: 0 for no effect and ±100 for the full control effect
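Purified human 12hLO (150 nM final) in 25 mM Hepes, 0.01% Triton X-100, pH 7.0 was preincubated 15 min at room temperature with compound. Then 40 uM arachidonic acid was added, 30 min. Hydroperoxide was read by Fe-XO absorbance ratio 573/405 nm.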
Pol beta inh: DNA polymerase beta (human) inhibition. P06746. Pol beta primer extension/strand displacement, fluorescence kinetic. Potency, µM (highest dose often 114 µM), for the others: top-dose activity change, negative = inhibition, most hits filed as inhibitors. actives 1.3% (n = 340,000). AID 485314; also: potency is read from the fitted curve at half-maximal effect; % is scaled to controls: 0 for no effect and ±100 for the full control effect
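Enzyme-only controls used 10 nM Pol beta; buffer lacking enzyme served as negative control. Compound preincubated 15 min, then 50 nM substrate added; 0 and 10 min reads at room temperature.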
TRHR ag: activates the human TRH receptor. P34981. TRHR cells, calcium flux fluo-8, FDSS agonist mode. activation, % at 2 µM. actives 0.18% (n = 360,000). AID 493084; in the data active = activation above about 30%; also: 0% is about no effect
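Fluo-8-loaded TRHR cells; 10 s baseline, compound added, kinetic Ca2+ fluorescence read 1/s, agonist mode.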
APEX1 inh: APE1 (human) endonuclease inhibition. P27695. actives 0.35% (n = 350,000). recombinant APE1, TAMRA/BHQ-2 abasic DNA cleavage fluorescence. Potency, µM (top dose mostly 65.8 µM), for inactives: at the highest dose activity change, negative = inhibition, usual class: inhibitors. AID 2517;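 also: potency is read from the fitted curve at half-maximal effect; plate controls were vehicle for no effect and reference inhibitor for full effect; nearly all actives have a fitted effect of over 55% in size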
Target sequence (P27695 whole entry, looked up): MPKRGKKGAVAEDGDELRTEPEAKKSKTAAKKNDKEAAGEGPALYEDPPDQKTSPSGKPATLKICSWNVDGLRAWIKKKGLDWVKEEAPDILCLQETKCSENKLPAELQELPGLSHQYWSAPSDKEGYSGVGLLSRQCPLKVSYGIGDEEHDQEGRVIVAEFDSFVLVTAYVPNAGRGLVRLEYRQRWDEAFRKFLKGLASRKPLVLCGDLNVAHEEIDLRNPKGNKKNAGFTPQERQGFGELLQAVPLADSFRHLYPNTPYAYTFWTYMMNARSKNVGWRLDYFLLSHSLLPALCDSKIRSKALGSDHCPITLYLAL
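Endonuclease cleavage of a quenched abasic-site DNA duplex (50 nM) by APE1 (0.75 nM) was tracked by TAMRA dequenching. Compounds were preincubated with enzyme 15 min at room temperature; data normalized to buffer-only and DMSO wells plus NSC13755 control.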
POLI inh: blocks human DNA polymerase iota activity; Potency, µM (titrated, usually from 115 µM), for inactives: top-dose activity, negative = inhibition, usual class: inhibitors; actives 1% (n = 390,000); Pol iota fluorescent replication assay, 10 min; AID 588590; Q9UNA4; also: potency is read from the fitted curve at half-maximal effect
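Pol iota at 10 nM preincubated 15 min with compounds at room temperature; reaction started with fluorescent substrate, 50 nM final. Fluorescence read kinetically at 0 and 10 min; buffer-only wells as negative control.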
POLK inh: blocks human DNA polymerase kappa activity; Potency, µM (doses to about 107 µM), without a hit: at the highest dose activity, negative = inhibition, most hits filed as inhibitors; AID 588579; Q9UBT6; actives 0.53% (n = 400,000); purified Pol kappa, fluorescent DNA synthesis assay, 10 min; also: potency is read from the fitted curve at half-maximal effect; % is scaled to controls: 0 for no effect and ±100 for the full control effect
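Here, compound and 10 nM enzyme are combined for 15 min at room temperature; adding 50 nM substrate (final) starts DNA synthesis, tracked by fluorescence at 0 and 10 min against buffer-only wells.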
BLM helicase inh: inhibitors of human Bloom syndrome helicase BLM; P54132; actives 0.2% (n = 350,000); Potency, µM (titrated, usually from 56.1 µM), for the others: top-dose activity change, negative = inhibition, hits mostly inhibitors; AID 2528; recombinant BLM DNA unwinding, fluorescence dequenching;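 also: potency is read from the fitted curve at half-maximal effect; plate controls were vehicle for no effect and no enzyme for full effect; nearly all actives have a fitted effect of over 35% in size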
Numbers without * were called inactive; ? = inconclusive; . = no result given; & = joins results of further samples; [ ] = remark or other dose. Unless noted, calls follow the shape of the dose curve; as a rule, active = well fitted curve in the direction sought with a large enough effect; inconclusive = small, poorly fitted or top-dose-only effect, or another doubt; inactive = no such curve, though single readings can be large; an effect the other way counts as inactive or inconclusive. A portion of the library (hit frequency here may not be typical).

Screens in order – Anesthetic bind, ERG-DNA inh, 12-LOX inh, Pol beta inh, TRHR ag, APEX1 inh, POLI inh, POLK inh, BLM helicase inh
O=C(N/N=C/c1ccccc1OC(=O)c1ccc2c(c1)OCO2)c1ccccc1
 : -15.5%, ., 7.9%, 28.7%, 0.2, -5.4%, 16.3%, -2.3%, 3.9%
O=C(Nc1cccnc1)c1ccc(F)cc1
 : 8.8%, -7.1%, 0.0%, 4.9%, 0.5, 13.4%, 0.7%, -5.2%, 5.8%
Cc1onc(-c2ccccc2)c1C(=O)Nc1nnc(-c2ccncc2)s1
 : 5.9%, -0.9%, -0.9%, -0.9%, 0.0, -1.1%, 2.7%, -4.5%, -2.1%
COc1ccccc1N1CCN(CCN2C(=O)CC3(CCCC3)CC2=O)CC1
 : ., 3.4%, ?, 8.3%[57.1 µM], ., 0.1%&3.6%&-7.2%, ?, 2.8%[60.1 µM], 4.2%
CC(=O)n1cc(/C=N/NC(=O)c2ccc([N+](=O)[O-])cc2)c2ccccc21
 : -0.2%, -5.3%, 17.1%, ?, 0.4, 42.4%, -20.2%, -12.7%, -9.3%
COc1ccccc1NC(=O)CSc1nnc(CNC(=O)c2ccco2)n1C
 : -1.5%, -1.6%, 15.4%, 22.1%, 0.4, 23.7%, -1.4%, 6.1%, -7.9%
CCOC(=O)C[C@H]1c2ccccc2S(=O)(=O)N1Cc1cccc(C(F)(F)F)c1
 : ., -4.4%, -2.6%, ., ., ., 19.4%&7.1%, -2.3%&-13.3%, .
C=CCNC(=O)NC(=O)CSc1nc2cc([N+](=O)[O-])ccc2n1-c1cccc(C(F)(F)F)c1
 : -17.5%, 1.1%, 0.0%, 5.2%, 0.3, -1.7%, 37.4%[activator], -5.2%, -0.9%
CCOc1ccc(NS(=O)(=O)c2ccc(C(=O)NCC(C)(C)N3CCOCC3)cc2)cc1
 : ., -10.8%, 5.5%, ., 1.8, 8.4%, 12.7%, -12.8%, .
CCCOC(=O)C1C2C=CC3(CN(c4ccc(Cl)c(F)c4)C(=O)C13)O2 (stereo not drawn)
 : -2.4%, -9.2%, 261.1%[activator], -17.8%, 0.2, 2.0%, 22.0%, -18.9%, 0.5%
O=C(O)c1n[nH]c2c1CC(C1CCCCC1)CC2 (stereo not drawn)
 : ., 0.1%, 4.2%, ., -0.2, 1.7%, 18.1%, 9.4%, .
CCN1CCCC1Cn1cnc2c([nH]c3ccc(C)cc32)c1=O (stereo not drawn)
 : -13.3%, 0.7%, -14.0%, 22.5%, ., -3.3%, 74.5%[activator], -8.6%, 3.4%
Nn1c(SC/C=C/c2ccccc2)nnc1-c1ccco1
 : -13.0%, -6.6%, 0.2%, 28.0%, -0.3, 1.3%, 16.2%, -2.0%, 5.5%
O=C(NCc1ccco1)C(=O)c1cn(CC(=O)N2CCCCC2)c2ccccc12
 : -15.8%, ?, 76.7%[activator], 9.9%, -0.4, 6.9%, 161.1%[activator], 3.8%, -10.1%
COc1ccc(-n2c(-c3ccccc3)cc3c2CCCC3=O)cc1
 : -2.7%, -0.8%, -6.2%, -29.9%, -0.5, 0.7%, 15.7%, -8.2%, -4.7%
Cn1c(=O)c2ncn(CC(=O)NCCOc3ccc(C(C)(C)C)cc3)c2n(C)c1=O
 : -8.8%, -3.7%, ?, -0.6%, 0.6, -1.3%, 29.6%, -0.3%, -2.9%
O=C(c1cc(S(=O)(=O)N2CCN(c3ccccc3)CC2)ccc1Cl)N1CCCC(C(F)(F)F)C1 (stereo not drawn)
 : ., 1.0%, -8.9%, ., 0.3, -9.0%, 16.7%, -9.4%, .
COCC(C)NS(=O)(=O)c1ccc(OC)cc1 (stereo not drawn)
 : -6.5%, -4.4%, 0.6%, 16.9%, 0.7, -1.8%, 9.8%, -9.5%, -4.8%
CCN(CC)S(=O)(=O)c1cccc(-c2nnc(SCC(N)=O)n2C)c1
 : -3.8%, -0.2%, -3.8%, 32.1%, 0.0, -4.0%, 49.1%[activator], -3.4%, -2.2%
Cc1c(-c2nc(N)nc(Nc3ccccc3F)n2)oc2ccccc12
 : -9.7%, -6.6%, ?, -19.8%, 0.6, -1.5%, 5.4%, -19.4%, 2.0%
Cc1oc(-c2ccccc2)cc1C(=O)Nc1cccc(/C=C/C(=O)O)c1
 : -8.3%, -0.5%, -11.8%, 2.5%, 0.0, -3.8%, -10.5%, -2.6%, 2.2%
CCCCN(C(=O)c1[nH]c(C)c(C(C)=O)c1C)c1c(N)n(CCCC)c(=O)[nH]c1=O
 : ., -7.9%, ?, ., 0.2, 20.0%, 25.8%, -2.8%, .
CCCNC(=O)C(Cc1ccccc1)NC(=O)Cc1ccccc1 (stereo not drawn)
 : ., 8.5%, -5.2%, ., -0.1, 4.4%, 41.3%, 16.4%, .
Cc1ccn2c(Nc3ccc(F)cc3)c(-c3ccccn3)nc2c1
 : -5.7%, -4.0%, -5.5%, 27.2%, -1.0, ., 26.2%, 9.6%, -1.1%
Fc1ccccc1OCCCCSc1ncccn1
 : ?, -3.5%, -9.8%, 1.0%, -0.7, 2.3%, 9.0%, -7.5%, -4.7%
COc1ccc(CNC(=O)c2cc(-c3ccc(C)c(C)c3)n[nH]2)cc1
 : ?, 3.1%, 5.1%, 7.6%, -0.4, ., 34.3%[activator], 6.2%, -0.2%
O=C(NC(Cc1c[nH]c2ccccc12)C(=O)O)/C(=C/c1ccc2c(c1)OCO2)NC(=O)c1ccccc1 (stereo not drawn)
 : -9.0%, -5.4%, -17.9%, 15.4%, 0.9, -5.4%, 38.2%[activator], -13.2%, -0.6%
CCOC(=O)COc1c(Cl)cc(C2NC(=S)NC(c3ccccc3)=C2C(C)=O)cc1OC (stereo not drawn)
 : -6.4%, -8.5%, ?, -21.0%, 0.0, -9.0%, -2.7%, -18.7%, -3.4%
COc1ccc(C2C(C#N)=C(C)NC(C)=C2C(=O)OC(C)C)c(OC)c1 (stereo not drawn)
 : 8.4%, 1.5%, ?, -6.0%, 0.3, ?, 23.3%, 11.0%, -8.0%
CCn1ncc(C(=O)Nc2ccccc2C)c1C
 : 1.9%, -3.3%, 12.0%, 32.9%, 0.4, 2.4%, 19.3%, -21.0%, 2.6%
CC(=O)c1ccc(C#CC(C)(C)O)s1
 : 1.4%, -0.8%, -9.2%, -8.6%, -0.4, -2.5%, ?, ?, -0.6%
C/C(=N\O)C(C)(C)Nc1ccc(F)cc1
 : -10.7%, 4.6%, ?, 18.9%, 0.1, 0.5%, ?, -2.8%, 0.3%
COc1ccc2cc(C(c3nnnn3C(C)(C)C)N3CCSCC3)c(=O)[nH]c2c1 (stereo not drawn)
 : -11.2%, ., ?, -0.5%, 1.1, -4.8%, -37.9%, -6.6%, -3.3%
CN(C)/C(Cn1cncn1)=C1/N=C(c2ccccc2)OC1=O
 : -13.9%, -0.2%, -2.0%, 16.2%, -6.1, -0.9%, -19.0%, -3.7%, -3.6%
CC1CCCN(Cc2csc(N)n2)C1 (stereo not drawn)
 : 0.1%, -8.7%, 0.2%, -0.1%, 0.4, -3.4%, 0.9%, -13.0%, 0.3%
COCCN=C1Sc2nc3ccc(C)cc3cc2CN1Cc1cccs1
 : ?, -2.4%, ?, -11.4%, 0.6, 2.6%, 62.3%[activator], 1.5%, -7.3%
COc1ccc(S(=O)(=O)N(C)CC(=O)Nc2ccccc2SC)cc1Cl
 : -4.1%, 13.5%, 26.6%, 3.9%, -0.4, -3.4%, -1.0%, -5.8%, -4.8%
O=C(CCc1ccccc1)NCCc1cccs1
 : -6.7%, 5.2%, 1.5%, 16.8%, 0.0, -3.9%, 28.5%, 2.5%, -8.1%
Cc1ccc(-c2cc(C(=O)NCc3ccc4c(c3)OCO4)no2)cc1
 : -12.9%, ., 10.3%, 4.7%, -0.3, 2.0%, -12.1%, 0.1%, -0.4%
Cc1ccc(NC(=O)CCN2CCOCC2)cc1C
 : -4.7%, -1.0%, -15.8%, -0.5%, -1.6, 1.0%, 37.5%[activator], -5.2%, 1.1%
CCOP(=O)(OCC)C(Nc1ccc(C(=O)O)cc1)c1ccccc1 (stereo not drawn)
 : 7.7%, 0.1%, -11.9%, 2.3%, 0.4, -1.9%, -24.0%, 2.3%, -2.4%
O=C(COc1ccc(Nc2ccccc2)cc1)OCC(=O)N1CCCCC1
 : 0.4%, -1.1%, -4.4%, 11.7%, -1.5, 13.2%, 3.6%, -3.8%, -4.2%
C=C(C)C1CC=C(CO)CC1 (stereo not drawn)
 : ?, ., ., ., ., 1.7%, ., -3.7%[60.1 µM], -11.7%
CC(C)c1ccc(/C=C2\Oc3c(ccc(O)c3CN3CCN(C)CC3)C2=O)cc1
 : 285.0%[activator], 12.0%, ?, -0.3%, 11.7, -5.4%, ?, -17.7%, -0.6%
O=C(NNC(=O)c1ccccc1-n1cccc1)c1ccc(Cl)cc1Cl
 : -5.7%, -1.8%, 37.4%[activator], 6.6%, -0.3, 1.3%, 1.4%, -11.9%, -1.9%
C[C@@H]1[C@H](O)C[C@@]23COC(=O)C2=CCCC3[C@@]1(C)CCC1COC(=O)C1 (stereo partly drawn)
 : ., -6.3%, 24.1%, ., 0.4, 18.3%, 36.9%, -4.5%, .
COc1ccc(NC(=O)C2CCCN(CCCc3ccccc3)C2)cc1OCC(C)C (stereo not drawn)
 : 7.8%, 12.4%, ?, 47.8%, -0.4, -0.1%, -2.8%, -25.1%, -2.6%

Compound profiles, from the list above. Screens in order: Anesthetic bind | ERG-DNA inh | 12-LOX inh | Pol beta inh | TRHR ag | APEX1 inh | POLI inh | POLK inh | BLM helicase inh
Cc1oc(-c2ccccc2)cc1C(=O)Nc1cccc(/C=C/C(=O)O)c1 is listed as -8.3% | -0.5% | -11.8% | 2.5% | 0.0 | -3.8% | -10.5% | -2.6% | 2.2%
CCN1CCCC1Cn1cnc2c([nH]c3ccc(C)cc32)c1=O (stereo not drawn) is listed as -13.3% | 0.7% | -14.0% | 22.5% | . | -3.3% | 74.5%[activator] | -8.6% | 3.4%

Compound activity (PubChem BioAssay)
